Assay outcomes deposited in PubChem by The Scripps Research Institute Molecular Screening Center.
M1 antag – human CHRM1 antagonism | AID 588852 | inhibition, % at 3 µM | P11229 | 360,000 tested, 1.3% active | CHO-K1 hM1, Fluo-8 calcium fluorescence, ACh EC80 antagonist;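 active = percent inhibition above its own plate's cutoff, namely the mean of that plate's compound wells plus 3 SD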;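 note: peak over basal fluorescence ratio during 140 s after agonist addition; 0% = ACh EC80 plus DMSO and 100% = DMSO alone without agonist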
Target sequence (P11229 whole entry, looked up): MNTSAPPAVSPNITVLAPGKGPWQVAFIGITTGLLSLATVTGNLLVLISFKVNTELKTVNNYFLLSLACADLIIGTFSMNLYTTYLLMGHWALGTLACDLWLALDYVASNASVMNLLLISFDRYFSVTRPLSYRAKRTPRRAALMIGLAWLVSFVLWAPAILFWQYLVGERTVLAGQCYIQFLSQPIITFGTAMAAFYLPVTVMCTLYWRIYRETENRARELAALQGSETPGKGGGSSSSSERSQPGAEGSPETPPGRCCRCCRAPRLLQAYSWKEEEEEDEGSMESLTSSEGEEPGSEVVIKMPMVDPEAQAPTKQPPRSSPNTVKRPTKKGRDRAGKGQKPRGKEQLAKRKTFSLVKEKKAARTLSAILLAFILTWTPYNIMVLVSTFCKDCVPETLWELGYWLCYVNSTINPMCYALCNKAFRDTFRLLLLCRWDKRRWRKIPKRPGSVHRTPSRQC
TAAR1 ag – agonists of human TAAR1; Q96RJ0; activation, % at 3 µM; 360,000 tested, 0.99% active; CHO RD-HGA16 TAAR1, Fluo-8 calcium fluorescence; vehicle wells 0%, saturating PEA agonist 100%;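 active = activation above the mean activation of all test compounds in the run plus 3 SD, cut at about 38% in these data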
Target sequence (Q96RJ0 whole entry, looked up): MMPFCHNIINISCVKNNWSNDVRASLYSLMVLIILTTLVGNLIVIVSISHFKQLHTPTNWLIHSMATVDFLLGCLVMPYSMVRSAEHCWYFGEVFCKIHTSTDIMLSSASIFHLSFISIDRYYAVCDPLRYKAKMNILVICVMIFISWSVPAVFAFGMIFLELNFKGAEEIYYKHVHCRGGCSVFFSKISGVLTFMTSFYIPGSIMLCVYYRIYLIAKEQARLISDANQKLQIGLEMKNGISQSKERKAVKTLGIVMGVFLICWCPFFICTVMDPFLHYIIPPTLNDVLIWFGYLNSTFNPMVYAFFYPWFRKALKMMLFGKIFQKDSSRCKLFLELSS
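Repeats: no replicates (n 1) | Material: CHO-derived RD-HGA16 cells with stable Gα16 and human TAAR1 | Technique: Kinetic Fluo-8 calcium fluorescence | Schedule: 17-24 h seeding, 75 min 37 °C dye, 30 min RT | Evaluation: % activation from peak over basal fluorescence ratio, DMSO-to-PEA scaled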
CHO-K1 Ca PAM – nonselective activator or artifact in parental CHO-K1 calcium assay | 360,000 tested, 0.02% active | ATP EC20, Fluo-8 calcium fluorescence; 0% at ATP EC20, 100% at ATP max | activation, % at 3 µM;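 active = activation above the run cutoff, the mean activation of all test compounds plus 3 SD, cut at about 40% in these data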;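 note: peak over basal fluorescence ratio in a 140 s read after ATP addition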
CHO-K1 Ca ag – counter-screen for M1 agonists: effect in parental CHO-K1 cells | activation, % at 3 µM | AID 602248 | 360,000 tested, 0.48% active | Fluo-8 calcium fluorescence; scaled to maximal ATP response, vehicle zero; in the data active = activation above about 15%;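 note: untransfected CHO-K1 host cells lacking M1 receptor as counterscreen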
CHO parental Ca – counter-screen: ATP calcium response change in parental CHO cells; AID 463079; 330,000 tested, 0.63% active; parental CHO-K1, ATP-induced calcium, Fluo-8 fluorescence; inhibition, % at 5.6 µM;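 active = inhibition above that plate's mean sample inhibition plus 3 SD, cut at about 26% in these data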;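 note: 0% = ATP-challenged DMSO wells and 100% = DMSO wells without ATP; some compounds past the cut are filed as inactive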
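Test system: untransfected parental CHO cell line; also added: ATP stimulus; dosing: 5.6 µM, single dose; signal: calcium-sensitive Fluo-8 fluorescence; measure: percent inhibition of ATP-evoked calcium rise, normalized to controls; benchmarks: low control ATP plus DMSO, high control DMSO only; replication: one well per compound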
M1 PAM – human CHRM1 positive allosteric modulation; 360,000 tested, 0.088% active; activation, % at 3 µM; P11229; CHO-K1 hM1, Fluo-8 calcium fluorescence, ACh EC20; 0% = ACh EC20, 100% = maximal ACh; in the data active = activation above about 19%, passing the limit was not always enough
CHO-K1 Ca antag – M1 antagonist counterscreen hit in parental CHO-K1 cells. ATP-induced calcium, Fluo-8 fluorescence. inhibition, % at 3 µM. 360,000 tested, 0.6% active;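 active = inhibition above a per-plate cutoff, the plate's mean sample inhibition plus 3 SD, cut at about 24% in these data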;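 note: 0% = DMSO plus EC80 ATP and 100% = DMSO alone without ATP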
M1 ag – activates human CHRM1 receptor. P11229. CHO-K1 hM1, Fluo-8 calcium fluorescence, agonist mode; 0% DMSO, 100% acetylcholine EC100. activation, % at 3 µM. 360,000 tested, 0.33% active;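 active = activation above the run's mean compound activation plus 3 SD, cut at about 16% in these data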;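 note: peak over basal fluorescence ratio within a 140 s kinetic read after compound addition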
TAAR1 antag – human TAAR1 antagonism | inhibition, % at 3 µM | 360,000 tested, 1.5% active | AID 624466 | CHO RD-HGA16 TAAR1, Fluo-8 calcium fluorescence, antagonist | Q96RJ0;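 active = inhibition above a per-plate cutoff, the mean inhibition of test compounds on that plate plus 3 SD, cut at about 49% in these data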;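 note: 0% = DMSO plus EC80 beta-PEA response and 100% = DMSO alone without agonist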
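System: CHO RD-HGA16 cells bearing hTAAR1. Reagent: EC80 β-phenethylamine stimulus. Schedule: seeding 17-24 h prior, 75-min 37 °C, 30-min RT dye loading. Signal: Fluo-8 intracellular calcium dye fluorescence, real-time kinetic reads. Read-out: % inhibition from peak post-agonist over basal fluorescence ratio. Benchmarks: vehicle wells and EC80 agonist wells. Replicates: n of 1.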
Active calls of the source: *; / = no result given.

SMILES	M1 antag	TAAR1 ag	CHO-K1 Ca PAM	CHO-K1 Ca ag	CHO parental Ca	M1 PAM	CHO-K1 Ca antag	M1 ag	TAAR1 antag
Cc1cc(C)n2c(SCc3ccc(C#N)cc3)nnc2n1	-7	4	13	1.1	-7	5	-7	-5	5
COC(=O)NNC(=S)Nc1ccc(Br)cc1	-19	6	8	5.9	9	5	-16	-2	19
CC(=O)Nc1ccc(C(=O)OCC(=O)c2ccc(C)c([N+](=O)[O-])c2)cc1	-2	5	-4	1.5	0	-3	-13	-1	18
Cn1c(=O)c(NCCc2ccccc2)c2c3c(cccc31)C(=O)c1ccccc1-2	80*	407*	-7	124*	100*	-20	70*	166*	104*
CCN(C(=O)CN1CCCCC1)c1c(N)n(Cc2ccccc2)c(=O)[nH]c1=O	-5	0	23	1.0	-19	13	-18	-3	-5
CC(C)[C@H](NC(=O)[C@@H]1Cc2ccccc2CN1)C(=O)Nc1ccc2c(c1)OCO2	-5	0	21	0.5	-31	6	-17	-5	-7
COc1ccc(C)cc1S(=O)(=O)N1CCN(c2ccccc2)CC1	-11	-1	16	1.1	-14	7	-4	-4	-12
COCc1c(C(=O)N2CCN(c3ncccn3)CC2)oc2ccccc12	-3	1	7	2.2	-18	0	-11	-1	20
C#Cc1ccc2c(c1)COc1c3ccccc3nn1-2	8	11	-18	-1.2	-27	-5	-5	-9	4
Fc1ccccc1COc1cccc(/C=N/n2cnnc2)c1	1	6	17	0.9	-4	5	-4	-2	15
S=c1[nH]nc(Cc2ccc(Cl)cc2)o1	-7	1	-16	0.1	4	5	-2	-1	-23
Cc1cc(NC(=O)CSc2nnc(-c3ccco3)n2N)no1	-5	4	-12	-0.1	4	16	-2	3	2
CCOC(=O)c1sc2nc(CC(=O)OC)nc(N3CCN(c4ccccn4)CC3)c2c1C	-2	2	-2	2.2	-21	-9	-14	-7	41
CCOc1ccc(S(=O)(=O)N2CCC(C(=O)N3CCc4ccccc4C3)CC2)cc1	5	2	-23	2.2	-11	-7	3	-3	14
Cc1c(C)c2ccc(OCC(=O)N(C)C)c(C)c2oc1=O	6	13	5	-0.2	-12	4	3	-1	1
COc1ccc(/C=C/C(=O)N2CCN(C)CC2)cc1OC	-17	-1	5	0.5	-5	11	0	-4	3
Cn1c(SCC(=O)NNC(=O)Cc2ccccc2)nnc1-c1ccccc1	-4	4	16	0.0	-13	11	4	-7	-16
CC(CCc1ccccc1)NCc1ccc(Cl)cc1Cl (stereo not given)	-12	2	21	1.1	-21	-3	-8	-8	0
COc1ccc(S(=O)(=O)Nc2cccc(F)c2)cc1C	-10	6	18	2.2	2	7	-6	-2	2
Cc1nn(-c2ccccc2)c(C)c1NC(=O)COC(=O)c1cc(Br)ccc1O	21	18	-2	8.3	-2	-6	3	0	61*
CC(NC(=O)c1ccccc1)C(=O)NC1=NCCS1 (stereo not given)	-7	13	10	0.4	2	8	-9	-2	-6
CC(C)(C)c1ccc(CSc2nnc(-c3ccccc3NC(=O)c3ccccc3)o2)cc1	1	2	0	-0.1	-1	1	2	-3	-11
COC(=O)c1ccc2c(=O)n(Cc3ccc(C(=O)NC(C)C)cc3)c(=S)[nH]c2c1	-11	0	18	1.0	-6	7	-11	-6	10
COc1ccc2c(c1OC)C(=O)N1c3ccccc3C(=O)N(c3ccccc3)C21 (stereo not given)	32*	22	4	7.3	-22	-5	23	1	63*
CCC(=O)Nc1cccc(C2=NOC3(C2)C[C@@H](C(N)=O)N(C(=O)CC(c2ccccc2)c2ccccc2)C3)c1 (stereo not given in full)	-3	3	23	0.4	-10	5	-8	-3	14

A few values from the results shown.
Reading for `CCC(=O)Nc1cccc(C2=NOC3(C2)C[C@@H](C(N)=O)N(C(=O)CC(c2ccccc2)c2ccccc2)C3)c1` (stereo not given in full) under TAAR1 antag: 14
Reading for `COC(=O)NNC(=S)Nc1ccc(Br)cc1` under CHO-K1 Ca antag: -16
Reading for `COc1ccc(C)cc1S(=O)(=O)N1CCN(c2ccccc2)CC1` under M1 ag: -4
Reading for `Cc1cc(C)n2c(SCc3ccc(C#N)cc3)nnc2n1` under CHO-K1 Ca antag: -7
Reading for `COc1ccc(S(=O)(=O)Nc2cccc(F)c2)cc1C` under TAAR1 antag: 2

(continued)
SMILES	M1 antag	TAAR1 ag	CHO-K1 Ca PAM	CHO-K1 Ca ag	CHO parental Ca	M1 PAM	CHO-K1 Ca antag	M1 ag	TAAR1 antag
Nc1c(C(=O)N2CCCC2)sc2nc3c(cc12)CCCCCC3	-8	0	6	0.3	-20	7	-1	-6	-5
CC1(N=Cc2cc(Cl)ccc2O)COP(=O)(NC2CCCC2)OC1 (stereo not given)	-15	1	14	1.4	/	9	-15	-2	-21
Cn1c(Cn2c(=O)sc3ccccc32)nnc1SCC(=O)Nc1ccc(F)cc1	-9	0	14	0.4	-15	1	-7	-4	-16
O=C(CNC(=O)c1ccc(N2C(=O)c3ccccc3C2=O)cc1)OCC(=O)c1ccccc1	-6	-1	21	2.0	-5	12	-6	-7	5
Cc1c(NC(=O)c2ccc3ncccc3c2)c(=O)n(-c2ccccc2)n1C	1	3	5	0.1	3	6	-9	-5	-7
CC1CC(C)CN(C(=O)c2ccc3nc[nH]c3c2)C1 (stereo not given)	-4	2	-4	-0.1	-6	10	1	-1	-8
Cc1cc(C(=O)OC(C)C(=O)Nc2cccc(S(=O)(=O)N3CCOCC3)c2)c(C)o1 (stereo not given)	14	7	3	0.7	-14	-4	1	-4	7
CC1=C(C#N)C(=O)N(C)C(C)(C)C1	-1	2	22	1.0	-11	5	-7	-1	-1
Cc1ccc(NC(=O)CNC(=O)CC23CC4CC(CC(C4)C2)C3)c(O)c1	1	2	6	1.7	-23	1	0	0	-12
CN1C(=O)c2ccc(NC(=O)CSc3ccccc3)cc2C1=O	7	1	-7	2.6	1	0	-5	1	-30
Cc1sc(NC(=O)c2ccc(Cl)s2)c(C(N)=O)c1C	-12	12	10	-0.2	-30	17	-13	12	-33
C[C@H]1CN([C@@H](C)CO)C(=O)CCCn2nncc2CO[C@@H]1CN(C)Cc1ccc2c(c1)OCCO2	-4	3	-12	-0.1	/	3	14	-10	-10
COc1ccc(Cl)cc1C(=O)Nn1cnc2ccccc2c1=O	-10	3	19	1.0	-11	10	-16	-1	-24
CCOC(=O)C1(O)CC(C)=NN1C(=O)c1cccc(Br)c1 (stereo not given)	-12	1	3	0.1	-9	18	-13	-2	14
O=S(=O)(c1cc(Br)ccc1Br)N1CCCCCC1	-17	0	7	-1.5	-15	21	-5	-1	1
CCc1nnc(NC(=O)C2CCCN2C(=O)Nc2ccccc2OC)s1 (stereo not given)	-3	2	23	0.5	-17	9	-21	-4	-6
N#Cc1cc(-c2ccccc2)oc1NC(=O)c1ccccc1	-26	6	16	3.5	-2	-2	-2	-3	30
OCCn1c(C(F)(F)F)nc2ccccc21	-13	8	10	0.1	10	13	-17	-2	-1
Cc1ccc(/C=C/C(=O)OCC(=O)NCCN2C(=O)CSC2=O)o1	-1	4	10	1.0	-17	1	-14	-2	-25
OC(c1ccccc1)(c1ccccc1)C1CCN(C(=S)Nc2ccc(F)cc2)CC1	-3	12	2	-0.1	-12	0	-14	-9	12
COCCN(C(=O)COC(=O)c1cccnc1SC)c1c(N)n(Cc2ccccc2)c(=O)[nH]c1=O	-10	1	-25	-0.2	-16	16	-6	2	-22
C/C(CC(=O)Nc1ccc(N(C)C)cc1)=N\NC(=O)c1ccccc1O	-7	1	7	4.3	-8	4	-9	2	23
COc1ccc(S(=O)(=O)Cc2ccc(C(=O)NC3CCCC3)o2)cc1	-24	1	17	0.6	-5	9	-9	-3	-22
COc1ccc(N(CC(=O)NC2CCCCC2)C(=O)c2ccc(C)s2)cc1OC	-20	-1	6	-0.5	-2	25	5	2	-11
COC(=O)c1cc(OC)c(OC)cc1NC(=O)CN1CCCCC1	-9	/	21	0.6	-6	7	-15	0	/
(more compounds)
SMILES	M1 antag	TAAR1 ag	CHO-K1 Ca PAM	CHO-K1 Ca ag	CHO parental Ca	M1 PAM	CHO-K1 Ca antag	M1 ag	TAAR1 antag
CC(C)CN1C(=O)c2ccccc2C1c1nnnn1-c1ccc2c(c1)OCCO2 (stereo not given)	/	1	20	0.7	/	/	-11	/	-6
Cc1cc2c3nonc3ccc2n1C	5	5	-10	-0.2	2	-2	12	-4	1
CSc1nnc(-c2ccc(S(=O)(=O)N3CCOCC3)cc2)n1CC1CCCO1 (stereo not given)	-5	1	6	-0.2	-6	10	-10	-5	0
Cc1ccc(CSc2nnc(-c3ccncc3)n2C)cc1	0	5	13	-0.4	-15	11	-12	1	-24
CC(C)(C)c1ccc(Cn2c(=N)n(CC(O)c3ccco3)c3ccccc32)cc1 (stereo not given)	-8	/	17	4.2	3	11	-20	-1	/
CS(=O)(=O)Nc1ccc2c(c1)OCC(=O)N2Cc1ccccc1	-10	3	-13	0.6	-9	6	-8	1	-5
Cc1cc(N)ccc1N1CCCC1	-5	/	16	-0.2	-11	2	-12	-5	/
CCOC(=O)c1c(C)[nH]c(C=C2C(=O)CCCC2=O)c1O	-4	2	3	5.8	-6	2	-3	-2	11
CCOCCc1nnc(NC(=O)CSc2ccccc2)s1	-8	0	16	1.0	-10	8	-8	-6	-1
COc1ccc2c(Cl)c(C(=O)OCC(=O)c3ccc4c(c3)NC(=O)CO4)sc2c1Cl	-13	-1	-2	0.1	/	11	6	0	2
Cc1cc(C)n(-c2ccc(C(=O)NCc3cccs3)cc2)n1	-14	9	19	0.5	-9	7	-7	-3	16
COc1cccc(NC(=O)COC(=O)c2c(C)nn(-c3ccccc3)c2C)c1	-16	5	5	1.2	-22	19	-19	0	-8
CC(CC1C(C#N)=C(N)OC2=C1C(=O)CCC2)c1ccccc1 (stereo not given)	-19	1	7	-0.4	-5	13	-12	0	4
CN(CC(=O)Nc1c(Cl)cccc1Cl)C(=O)c1ccc2nc[nH]c2c1	-25	3	-2	0.7	-5	8	3	2	-22
NS(=O)(=O)c1ccc(CNC(=O)CC23CC4CC(CC(C4)C2)C3)cc1	-11	-1	7	0.1	7	9	-5	-4	-15
Cn1nccc1C(=O)N1CCc2ccccc21	-5	-1	20	0.7	-3	8	-8	-2	-20
CN(CC(=O)Nc1c(Cl)cccc1Cl)C(=O)CNC(=O)c1ccc2ccccc2c1	-11	1	0	1.9	-21	14	2	-1	-16
Cc1ccc(S(=O)(=O)N(C)C)cc1NC(=O)COC(=O)CNC(=O)C12CC3CC(CC(C3)C1)C2	15	3	-19	0.2	8	-4	13	-3	-8

Shown with bars between the fields: part of the list above.
molecule | M1 antag | TAAR1 ag | CHO-K1 Ca PAM | CHO-K1 Ca ag | CHO parental Ca | M1 PAM | CHO-K1 Ca antag | M1 ag | TAAR1 antag
CC(CC1C(C#N)=C(N)OC2=C1C(=O)CCC2)c1ccccc1 (stereo not given) | -19 | 1 | 7 | -0.4 | -5 | 13 | -12 | 0 | 4
CN(CC(=O)Nc1c(Cl)cccc1Cl)C(=O)c1ccc2nc[nH]c2c1 | -25 | 3 | -2 | 0.7 | -5 | 8 | 3 | 2 | -22
